Screening results as filed in PubChem BioAssay.
NOD1 NF-kB reporter: inhibition of NOD1-driven NF-kB reporter – cell-based, luminescence, uHTS, primary screen (AID 1578) | NOD1-driven NF-kB luciferase reporter cells, luminescence; higher % means a stronger effect | inhibition, % at 4 µM, or EC50 in µM where a hit was titrated | hit rate 1% among 290,000; in the data active = inhibition mostly above about 36%, no sharp cut-off; inactive = mostly below about 34%;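 note: HEK-293T reporter cells stimulated with the NOD1 agonist gamma-tri-DAP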
AID2073: disruptors of CaV2.2 binding to Mint1 – biochemical, HTRF (AID 2073) | hit rate 0.19% among 290,000 | inhibition, % at 20 µM; hits with a dose series show IC50 in µM | HTRF protein-protein interaction, Mint1-CaV2.2; higher % means a stronger effect; in the data active = inhibition mostly above about 51%, no sharp cut-off; note: some results filed as inactive read as strong as hits
KOR beta-arrestin-1: kappa opioid receptor activators – cell-based, luminescence, uHTS, primary screen (AID 1777) | hit rate 0.02% among 280,000 | KOR beta-arrestin recruitment, luminescence; higher % means a stronger effect | activation, % at 10 µM, or EC50 in µM where a hit was titrated; in the data active = activation above about 50%, passing the limit was not always enough; note: a part of the inactive calls stands beside numbers as strong as those of hits
Dynein cargo inh: blocks dynein driven cargo transport along microtubules. hit rate 0.47% among 220,000. AID 1381. 3617.4 mouse cells, GR-EGFP nuclear translocation imaging; test concentration mostly 20 µM; stimulated with dexamethasone, 1 µM; stronger effect = lower value. z-score, hits read low;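 active = plate z-score of nuclear minus cytoplasmic receptor signal below a set negative limit, without overly bright fluorescence or cell loss, cut at about -3.5 in these data, passing the limit was not always enough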;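 note: z-score of nuclear minus cytoplasmic ring GR-EGFP intensity difference per well; some compounds called inactive have numbers as strong as hits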
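Buffer or medium – tet-free medium with charcoal-stripped serum · Signal – automated 10x imaging of fixed Hoechst-stained cells · Also added – dexamethasone agonist, 1.0 µM final, for 30 min · Incubation – induction 48 h, compound 1 h, agonist 30 min · Read-out – GR-EGFP nuclear translocation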
NOD2 inhibition: NOD2 signaling inhibitors, cell-based, luminescence, uHTS, HEK293 (AID 1566); hit rate 0.63% among 290,000; inhibition, % at 4 µM; hits with a dose series show EC50 in µM; HEK293 NOD2/NF-kB luciferase reporter, luminescence; higher % means a stronger effect; note: many of its hits are not listed in these tables
KOR beta-arrestin-2: kappa opioid receptor blockers – cell-based, luminescence, uHTS (AID 1778). KOR beta-arrestin recruitment, luminescence, antagonist mode; higher % means a stronger effect. one-dose inhibition, % at 10 µM; IC50 in µM for titrated hits. hit rate 0.091% among 290,000; note: strong numbers were not always called active
GPR55 beta-arrestin: selective activators of receptor GPR55 – imaging, U2OS cells, beta-arrestin-GFP redistribution, primary screen (AID 1961); activation, % at 10 µM; hits with a dose series show EC50 in µM; U2OS GPR55 beta-arrestin-GFP redistribution imaging; higher % means a stronger effect; hit rate 0.048% among 290,000;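 active = activation above 40% with more than 50 cells counted in the well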;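 note: U2OS osteosarcoma cells stably expressing GPR55 and beta-arrestin-GFP; plate controls were DMSO negative control for no effect and LPI positive control for full effect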
M17LAP inhibition: P. falciparum M17LAP inhibitors, primary screen, biochemical, fluorogenic H-Leu-NHMec substrate, 1536-well (AID 1619); recombinant M17LAP, H-Leu-NHMec fluorogenic kinetic assay; higher % means a stronger effect; hit rate 0.38% among 220,000; inhibition, % at 30 µM; hits with a dose series show IC50 in µM;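 active = compound inhibiting the enzyme by more than half at any dose during confirmatory dose-response retesting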;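 note: plate controls were full reaction with DMSO carrier for no effect and no enzyme background for full effect; strong numbers were not always called active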
M1AAP inhibition: malaria alanyl aminopeptidase activity blockers – biochemical, fluorogenic H-Leu-NHMec substrate, 1536-well (AID 1445) | hit rate 0.42% among 220,000 | inhibition, % at 30 µM, or IC50 in µM where a hit was titrated | recombinant M1AAP, H-Leu-NHMec fluorogenic kinetic assay; higher % means a stronger effect;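 active = primary inhibition above the hit cutoff, then over 50% inhibition at one or more dose response concentrations, cut at about 23% in these data, passing the limit was not always enough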;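 note: plate controls were DMSO full reaction for no effect and no enzyme background for full effect; strong numbers were not always called active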
Dynein cargo inh cytoplasmic EGFP: also measured in Dynein cargo inh; calls as there; z-score; measured here: cytoplasmic GR-EGFP intensity; stronger effect = higher value
Dynein cargo inh nuclear GR-EGFP: further read-out of Dynein cargo inh, marked with its call; z-score; measured here: nuclear GR-EGFP intensity;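 lower value marks the stronger effect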
Dynein cargo inh cell count: also measured in Dynein cargo inh; calls as there; z-score; measured here: cell count per field
* = called active by the depositor; [ ] = dose if it differs, or a comment. Cut-off read from the data, not from the text of the source, unless noted: active = inhibition above about 50%; inactive = the rest.

How did Cc1cccc(C)c1N(CC(=O)N(C)Cc1ccccc1)S(C)(=O)=O do in these assays?
NOD1 NF-kB reporter: 14%; AID2073: 8%; KOR beta-arrestin-1: -5.7%; NOD2 inhibition: 12%; KOR beta-arrestin-2: -24%[20 µM]; GPR55 beta-arrestin: -0.2%

How did COc1ccc(OC)c(-c2csc(N3CCC(c4ccccc4)CC3)n2)c1 do in these assays?
NOD1 NF-kB reporter: -1%; AID2073: -9%; KOR beta-arrestin-1: 1.2%; Dynein cargo inh: 0.11; NOD2 inhibition: 5%; KOR beta-arrestin-2: -14%; GPR55 beta-arrestin: -0.2%; M17LAP inhibition: -5%; M1AAP inhibition: 5%; Dynein cargo inh cytoplasmic EGFP: 0.27; Dynein cargo inh nuclear GR-EGFP: -0.026; Dynein cargo inh cell count: -0.25

How did Cc1nc(C)c(Cc2ccccc2Cl)c(=O)[nH]1 do in these assays?
NOD1 NF-kB reporter: -16%; AID2073: 35%; KOR beta-arrestin-1: -3.8%; Dynein cargo inh: 2.7; NOD2 inhibition: -4%; KOR beta-arrestin-2: -35%; GPR55 beta-arrestin: -0.1%; M17LAP inhibition: 10%; M1AAP inhibition: 2%; Dynein cargo inh cytoplasmic EGFP: 0.011; Dynein cargo inh nuclear GR-EGFP: 1.6; Dynein cargo inh cell count: -2.3

What do the screens show for `O=C(N/C(=C/c1ccco1)C(=O)N1CCc2ccccc21)c1ccco1`?
NOD1 NF-kB reporter: -2%; AID2073: -16%; KOR beta-arrestin-1: 4.3%; Dynein cargo inh: -0.17; NOD2 inhibition: -1%; KOR beta-arrestin-2: -7%; GPR55 beta-arrestin: -0.3%; M17LAP inhibition: 19%; M1AAP inhibition: 8%; Dynein cargo inh cytoplasmic EGFP: -0.24; Dynein cargo inh nuclear GR-EGFP: -0.12; Dynein cargo inh cell count: 0.0033

Results for COc1c(O)cc2c(c1O)C(=O)CC(c1ccccc1)O2 (centres undefined) ?
NOD1 NF-kB reporter: -14%; AID2073: 0%; KOR beta-arrestin-1: 0.5%; Dynein cargo inh: -0.31; NOD2 inhibition: -58%; KOR beta-arrestin-2: -32%; GPR55 beta-arrestin: -0.2%; M17LAP inhibition: 14%; M1AAP inhibition: 4%; Dynein cargo inh cytoplasmic EGFP: -0.17; Dynein cargo inh nuclear GR-EGFP: -0.033; Dynein cargo inh cell count: 0.23

How did CC(CN1CCN(c2ccccc2)CC1)c1ccccc1 (centres undefined) do in these assays?
NOD1 NF-kB reporter: -14%; AID2073: -2%; KOR beta-arrestin-1: 3.5%; Dynein cargo inh: 0.99; NOD2 inhibition: 0%; KOR beta-arrestin-2: -8%; GPR55 beta-arrestin: -0.2%; M17LAP inhibition: -6%; M1AAP inhibition: -7%; Dynein cargo inh cytoplasmic EGFP: -0.23; Dynein cargo inh nuclear GR-EGFP: 1.2; Dynein cargo inh cell count: 0.2

How did COc1cc2c(cc1OC)C(C)N(CCN1C(=O)c3ccccc3C1=O)CC2 (centres undefined) do in these assays?
NOD1 NF-kB reporter: -1%; AID2073: 4%; KOR beta-arrestin-1: -2.7%; NOD2 inhibition: 12%; KOR beta-arrestin-2: 24%; GPR55 beta-arrestin: 0.4%

How did CCOc1cc(CN2CCN(c3cccc(C(F)(F)F)c3)CC2)ccc1OC do in these assays?
NOD1 NF-kB reporter: 5%; AID2073: -8%; KOR beta-arrestin-1: 1.6%; Dynein cargo inh: 0.015; NOD2 inhibition: 2%; KOR beta-arrestin-2: -8%; GPR55 beta-arrestin: 0.0%; M17LAP inhibition: 5%; M1AAP inhibition: 2%; Dynein cargo inh cytoplasmic EGFP: -0.32; Dynein cargo inh nuclear GR-EGFP: -0.27; Dynein cargo inh cell count: 0.35

Results for COCCn1c(SCc2nnc(-c3ccc(OC)c(OC)c3)o2)nnc1-c1ccncc1 ?
NOD1 NF-kB reporter: -5%; AID2073: 8%; KOR beta-arrestin-1: -5.1%; Dynein cargo inh: -0.63; NOD2 inhibition: -5%; KOR beta-arrestin-2: 24%; GPR55 beta-arrestin: -0.1%; M17LAP inhibition: 8%; M1AAP inhibition: 17%; Dynein cargo inh cytoplasmic EGFP: -0.26; Dynein cargo inh nuclear GR-EGFP: 0.14; Dynein cargo inh cell count: 0.11

Results for Cc1ccc(C)c(N2N=C(C(=O)N(CC(C)C)c3c(N)n(Cc4ccccc4)c(=O)[nH]c3=O)CCC2=O)c1 ?
NOD1 NF-kB reporter: -42%; AID2073: 7%; KOR beta-arrestin-1: 5.7%; NOD2 inhibition: -3%; KOR beta-arrestin-2: -31%; GPR55 beta-arrestin: -0.1%

Results for CCCOC(=O)c1ccc(S(N)(=O)=O)o1 ?
NOD1 NF-kB reporter: 4%; AID2073: -4%; KOR beta-arrestin-1: 1.8%; Dynein cargo inh: 1.3; NOD2 inhibition: 19%; KOR beta-arrestin-2: 3%; GPR55 beta-arrestin: 0.2%; M17LAP inhibition: -2%; M1AAP inhibition: 2%; Dynein cargo inh cytoplasmic EGFP: -0.18; Dynein cargo inh nuclear GR-EGFP: 0.73; Dynein cargo inh cell count: -0.98

How did COC(=O)c1c(CSc2ccc(Cl)cc2)noc1C(=O)NCc1ccco1 do in these assays?
NOD1 NF-kB reporter: -20%; AID2073: 4%; KOR beta-arrestin-1: 6.7%; Dynein cargo inh: 0.44; NOD2 inhibition: 5%; KOR beta-arrestin-2: -9%; GPR55 beta-arrestin: 0.1%; M17LAP inhibition: 6%; M1AAP inhibition: 17%; Dynein cargo inh cytoplasmic EGFP: -0.13; Dynein cargo inh nuclear GR-EGFP: 0.62; Dynein cargo inh cell count: 0.089

Results for CN(C(=O)CSc1nncn1-c1ccccc1)c1ccccc1 ?
NOD1 NF-kB reporter: -29%; AID2073: 2%; KOR beta-arrestin-1: -0.5%; NOD2 inhibition: 13%; KOR beta-arrestin-2: -15%; GPR55 beta-arrestin: -0.2%

How did Cn1c(Cn2c(=O)sc3ccccc32)nnc1SCc1cccc(F)c1 do in these assays?
NOD1 NF-kB reporter: -12%; AID2073: 13%; KOR beta-arrestin-1: 4.3%; Dynein cargo inh: -0.43; NOD2 inhibition: 12%; KOR beta-arrestin-2: 26%; GPR55 beta-arrestin: -0.5%; M17LAP inhibition: -11%; M1AAP inhibition: 10%; Dynein cargo inh cytoplasmic EGFP: -0.2; Dynein cargo inh nuclear GR-EGFP: 0.1; Dynein cargo inh cell count: 0.19

How did CC(C)N(CCc1ccncc1)C(=O)Nc1ccc(F)cc1 do in these assays?
NOD1 NF-kB reporter: 17%; AID2073: -6%; KOR beta-arrestin-1: -6.7%; Dynein cargo inh: 0.51; NOD2 inhibition: -2%; KOR beta-arrestin-2: -11%; GPR55 beta-arrestin: -0.1%; M17LAP inhibition: -1%; M1AAP inhibition: 4%; Dynein cargo inh cytoplasmic EGFP: -0.21; Dynein cargo inh nuclear GR-EGFP: 0.45; Dynein cargo inh cell count: -0.19

What do the screens show for `CCOC(=O)/C(=N\NC(=O)c1ccccc1)c1ccccc1`?
NOD1 NF-kB reporter: -7%; AID2073: -2%; KOR beta-arrestin-1: 0.2%; Dynein cargo inh: -0.7; NOD2 inhibition: -6%; KOR beta-arrestin-2: -12%; GPR55 beta-arrestin: -0.1%; M17LAP inhibition: -6%; M1AAP inhibition: 9%; Dynein cargo inh cytoplasmic EGFP: -0.33; Dynein cargo inh nuclear GR-EGFP: -0.2; Dynein cargo inh cell count: -0.024

What do the screens show for `O=C(Nc1cc([N+](=O)[O-])ccc1N1CCCC1)c1cccs1`?
NOD1 NF-kB reporter: -31%; AID2073: 0%; KOR beta-arrestin-1: -2.2%; NOD2 inhibition: 2%; KOR beta-arrestin-2: -1%; GPR55 beta-arrestin: -0.1%

Results for COc1ccc(F)cc1S(=O)(=O)N1CCCCC1 ?
NOD1 NF-kB reporter: -8%; AID2073: -26%; KOR beta-arrestin-1: 6.1%; Dynein cargo inh: 0.66; NOD2 inhibition: 15%; KOR beta-arrestin-2: -9%; GPR55 beta-arrestin: 0.0%; M17LAP inhibition: 7%; M1AAP inhibition: 6%; Dynein cargo inh cytoplasmic EGFP: -0.69; Dynein cargo inh nuclear GR-EGFP: 0.29; Dynein cargo inh cell count: -0.83

Results for Clc1cccc(Cl)c1/C=C/c1nc2ccccc2[nH]1 ?
NOD1 NF-kB reporter: -113%; AID2073: 10%; KOR beta-arrestin-1: -0.6%; Dynein cargo inh: -0.49; NOD2 inhibition: 4%; KOR beta-arrestin-2: -11%; GPR55 beta-arrestin: -0.2%; M17LAP inhibition: 4%; M1AAP inhibition: 18%; Dynein cargo inh cytoplasmic EGFP: -0.19; Dynein cargo inh nuclear GR-EGFP: -0.5; Dynein cargo inh cell count: 0.33

How did Cc1ccc2nc(N3C(=O)C(O)=C(C(=O)c4cc5ccccc5o4)C3c3cccs3)sc2c1 (centres undefined) do in these assays?
NOD1 NF-kB reporter: -90%; AID2073: -14%; KOR beta-arrestin-1: 1.2%; Dynein cargo inh: -0.36; NOD2 inhibition: -154%; KOR beta-arrestin-2: -34%; GPR55 beta-arrestin: -0.1%; M17LAP inhibition: 15%; M1AAP inhibition: 11%; Dynein cargo inh cytoplasmic EGFP: -0.17; Dynein cargo inh nuclear GR-EGFP: -0.32; Dynein cargo inh cell count: -0.036

What do the screens show for `COc1cc2c(cc1OC)C(C(=O)NCC1COc3ccccc3O1)C(c1cccnc1)N(C)C2=O` (centres undefined)?
NOD1 NF-kB reporter: -10%; AID2073: 6%; KOR beta-arrestin-1: -3.5%; Dynein cargo inh: 0.54; NOD2 inhibition: 16%; KOR beta-arrestin-2: 7%; GPR55 beta-arrestin: 0.2%; M17LAP inhibition: 4%; M1AAP inhibition: 4%; Dynein cargo inh cytoplasmic EGFP: -0.22; Dynein cargo inh nuclear GR-EGFP: 0.73; Dynein cargo inh cell count: 0.16

What do the screens show for `O=C(CN(CCc1ccccc1)S(=O)(=O)c1ccc(Cl)cc1)N/N=C/c1ccccc1C(=O)O`?
NOD1 NF-kB reporter: -33%; AID2073: 5%; KOR beta-arrestin-1: -1.4%; Dynein cargo inh: 2.1; NOD2 inhibition: -1%; KOR beta-arrestin-2: 11%; GPR55 beta-arrestin: -0.1%; M17LAP inhibition: -8%; M1AAP inhibition: -5%; Dynein cargo inh cytoplasmic EGFP: -0.24; Dynein cargo inh nuclear GR-EGFP: 0.78; Dynein cargo inh cell count: -1.2

This is a subset; the hit share may differ from the screen's.
